Source: PubChem
Mtb BioA inh: M. tuberculosis BioA enzyme inhibitors, primary screen, biochemical, plate reader, single point, HTS; 7,8-diaminopelargonic acid synthase BioA (Mycobacterium tuberculosis); purified M. tuberculosis BioA enzyme; inhibition, % at 9.99 µM; 360,000 compounds, 0.096% hits; in the data active means inhibition above about 40%
UGM FP inh: M. tuberculosis UGM enzyme inhibitors, primary screen, biochemical, fluorescence polarization, single point. purified UGM, fluorescence polarization probe displacement. UDP-galactopyranose mutase (Mycobacterium tuberculosis (strain ATCC 25618 / H37Rv)), …. inhibition, % at 10 µM. 320,000 compounds, 0.06% hits. AID 504406, 2011; in the data active means inhibition above about 10%, passing the limit was not always enough
Target sequence (P9WIQ1 whole entry, looked up): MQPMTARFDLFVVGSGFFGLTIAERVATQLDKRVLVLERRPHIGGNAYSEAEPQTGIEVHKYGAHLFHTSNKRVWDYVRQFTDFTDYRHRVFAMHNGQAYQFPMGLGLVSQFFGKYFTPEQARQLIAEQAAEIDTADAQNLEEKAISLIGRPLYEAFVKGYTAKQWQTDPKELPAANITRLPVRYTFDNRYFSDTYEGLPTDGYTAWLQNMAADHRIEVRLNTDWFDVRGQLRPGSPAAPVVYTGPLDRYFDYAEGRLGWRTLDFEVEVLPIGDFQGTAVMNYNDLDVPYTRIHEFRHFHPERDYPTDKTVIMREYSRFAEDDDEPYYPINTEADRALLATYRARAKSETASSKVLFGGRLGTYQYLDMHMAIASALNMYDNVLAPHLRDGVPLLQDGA
FBA Mtb inh: Mtb FBA enzyme inhibitors, primary screen, biochemical, fluorescence, strain H37Rv. Fructose-bisphosphate aldolase (Mycobacterium tuberculosis (strain ATCC 25618 / H37Rv)), …. AID 588726, 2011. purified M. tuberculosis FBA, fluorescence read-out. inhibition, % at 1 µM. 360,000 compounds, 2.3% hits; in the data active means inhibition above about 27%;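 further: 0% = vehicle and 100% = reference inhibitor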
Target sequence (P9WQA3 whole entry, looked up): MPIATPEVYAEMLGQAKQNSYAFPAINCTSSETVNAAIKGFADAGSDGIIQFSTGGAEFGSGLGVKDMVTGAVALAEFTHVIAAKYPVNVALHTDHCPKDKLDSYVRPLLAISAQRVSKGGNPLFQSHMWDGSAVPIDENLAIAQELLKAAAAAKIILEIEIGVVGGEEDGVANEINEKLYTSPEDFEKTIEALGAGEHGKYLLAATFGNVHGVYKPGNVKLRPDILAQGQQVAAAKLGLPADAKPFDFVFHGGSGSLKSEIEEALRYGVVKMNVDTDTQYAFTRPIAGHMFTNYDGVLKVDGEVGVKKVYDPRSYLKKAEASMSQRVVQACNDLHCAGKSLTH
TcdB inh: TcdB glycohydrolase inhibitors, primary screen, biochemical, single point, plate reader; Toxin B (Clostridioides difficile), P18177; TcdB glycohydrolase enzymatic assay; inhibition, % at 9.99 µM; 350,000 compounds, 0.24% hits; in the data active means inhibition above about 10%
PfHsp40 rescue: rescue of yeast from PfHsp40 toxicity, primary screen, S. cerevisiae, ATP luminescence | growth rescue, % at 12.5 µM | 340,000 compounds, 0.68% hits | S. cerevisiae expressing PfHsp40, growth rescue; in the data active means growth rescue above about 28%, passing the limit was not always enough;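 further: yeast W303a lacking pdr1 and pdr3 grown in galactose medium; growth measured after three days at 30 °C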
FadD28 FP inh: inhibitors of FadD28 bisubstrate probe binding, primary screen, biochemical, fluorescence polarization, single point. 360,000 compounds, 0.22% hits. inhibition, % at 12.5 µM. AID 588549, 2011; in the data active means inhibition above about 8.5%, passing the limit was not always enough
Vc quorum ag: inducers of Vibrio cholerae quorum light production without autoinducers, primary screen, BH1578 luxS cqsA deficient, single point. V. cholerae BH1578 lux reporter, luminescence, 6 h. activation, % at 18.7 µM. 350,000 compounds, 0.16% hits. AID 588436, 2011; in the data active means activation mostly above about 9.7%, no sharp cut-off; further: not every result past the cut was called active; inactives centre near 0; reference of the scale not given here
Yp Topo-I inh: Yersinia pestis topoisomerase I inhibitors, primary screen, biochemical, cleavage product accumulation, plate reader, single point; 360,000 compounds, 0.064% hits; activity, % at 10 µM; Y. pestis Topo-I cleavage product accumulation; in the data active means activity above about 50%, passing the limit was not always enough; further: inactives centre near 2
GDH-TPI inh: GDH-TPI coupling enzyme inhibitors, primary screen, artefact control for M. tuberculosis FBA inhibitor project, biochemical, absorbance, full deck; inhibition, % at 4.8 µM; GDH-TPI coupled enzyme counterscreen, NADH absorbance; 360,000 compounds, 1.2% hits; in the data active means inhibition above about 30%;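 further: 0% = DMSO wells and 100% = wells lacking the enzyme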
* marks the source's active call; other numbers are inactive results.

For CCC1CCCCN1CCCNC(=O)CSc1nc2nc(C)c(Cc3ccc(C)cc3)c(C)n2n1 (stereo unspecified) the results were Mtb BioA inh 25.4, UGM FP inh -0.4, FBA Mtb inh 2.4, TcdB inh 0.7, PfHsp40 rescue 1.2, FadD28 FP inh -3.7, Vc quorum ag -0.4, Yp Topo-I inh -0.4 and GDH-TPI inh 0.4.
`COc1ccc2c(c1)CCc1c(C(=O)Nc3c(C)n(C)n(-c4ccccc4)c3=O)noc1-2` gave Mtb BioA inh -1.1, UGM FP inh 2.5, FBA Mtb inh 5.4, PfHsp40 rescue -0.2, FadD28 FP inh -1.2, Vc quorum ag inactive, Yp Topo-I inh 7.9 and GDH-TPI inh 29.9.
For CC(C)C[C@H](NC(=O)c1nc[nH]c1C(=O)NC1CCNCC1)C(=O)OCc1ccccc1 the results were Mtb BioA inh -2.3, UGM FP inh 0.7, FBA Mtb inh -1.6, TcdB inh -0.1, PfHsp40 rescue -1.1, FadD28 FP inh -4.1, Vc quorum ag inactive, Yp Topo-I inh -1.6 and GDH-TPI inh 3.1.
CCOC(=O)/C(C#N)=N/Nc1ccccc1OC was read as Mtb BioA inh -1.3, UGM FP inh -1.4, FBA Mtb inh -0.5, TcdB inh 1.2, PfHsp40 rescue 0.2, FadD28 FP inh -0.7, Vc quorum ag -0.2, Yp Topo-I inh 1.9 and GDH-TPI inh 18.5.
`CCOC(=O)C(C)N1N=C(/C=C/c2ccc(C)cc2)CCC1=O` (stereo unspecified) gave Mtb BioA inh 1.3, UGM FP inh 1.8, FBA Mtb inh -3.6, PfHsp40 rescue -0.6, FadD28 FP inh -2.1, Vc quorum ag inactive, Yp Topo-I inh 23.2 and GDH-TPI inh 38.8*.
O=C(/C=C/c1cccc([N+](=O)[O-])c1)OCC(=O)N1CCOCC1 was read as Mtb BioA inh 0.1, UGM FP inh -5.3, FBA Mtb inh -0.6, TcdB inh -0.1, PfHsp40 rescue -1.0, FadD28 FP inh -2.2, Vc quorum ag -0.6, Yp Topo-I inh -3.9 and GDH-TPI inh -2.9.
For CC(C)C[C@@H](CN)NC(=O)c1nc[nH]c1C(=O)N[C@@H](C)C(=O)CNC[C@H](C)NC(=O)c1nc[nH]c1C(=O)N[C@@H](C)C(=O)O the results were Mtb BioA inh -0.4, FBA Mtb inh -3.0, TcdB inh -0.7, PfHsp40 rescue -1.5, FadD28 FP inh 0.1, Vc quorum ag -1.1, Yp Topo-I inh -9.7 and GDH-TPI inh 8.3.
CC(C)(C)C(=O)N1CCN(c2ccc([N+](=O)[O-])c(NCc3cccnc3)c2)CC1 was read as UGM FP inh -3.1, FBA Mtb inh -24.7, TcdB inh 1.4, FadD28 FP inh -2.9, Vc quorum ag -0.2, Yp Topo-I inh 8.0 and GDH-TPI inh -0.9.
`CCSc1nc2c(c(=O)[nH]c(=O)n2C)n1C` gave UGM FP inh -0.7, FBA Mtb inh -0.8, PfHsp40 rescue 0.3, FadD28 FP inh 2.0, Vc quorum ag inactive, Yp Topo-I inh 5.3 and GDH-TPI inh 13.0.
`Cc1onc(-c2ccccc2)c1C(=O)NCc1cccs1` gave Mtb BioA inh 0.4, UGM FP inh -2.1, FBA Mtb inh 3.7, PfHsp40 rescue 0.4, FadD28 FP inh 0.7, Vc quorum ag -0.2, Yp Topo-I inh 5.4 and GDH-TPI inh 12.8.
For Cc1ccc(S(=O)(=O)Nc2ccc(C(=O)N3CCCC3)cc2)c(C)c1NS(C)(=O)=O the results were Mtb BioA inh -1.4, UGM FP inh -3.0, FBA Mtb inh 1.2, TcdB inh 6.5, PfHsp40 rescue 0.1, FadD28 FP inh -0.4, Vc quorum ag -0.3, Yp Topo-I inh -0.5 and GDH-TPI inh 2.2.
`COc1cc(CN2CCN(S(=O)(=O)c3ccccc3)CC2)cc(OC)c1OC` gave Mtb BioA inh 1.2, UGM FP inh -1.1, FBA Mtb inh 2.4, TcdB inh 0.9, PfHsp40 rescue 0.5, FadD28 FP inh 2.0, Vc quorum ag -0.7, Yp Topo-I inh 1.7 and GDH-TPI inh 5.5.
`COc1ccc(NC(=O)N2CCCC(C(=O)NCCc3ccccc3)C2)cc1` (stereo unspecified) gave Mtb BioA inh -2.7, UGM FP inh -1.1, FBA Mtb inh 2.0, TcdB inh -0.4, PfHsp40 rescue 0.0, FadD28 FP inh -2.4, Vc quorum ag 0.2, Yp Topo-I inh -2.2 and GDH-TPI inh -0.8.
Screening COc1ccc(N2CCN(C(=O)Cc3ccc(C)cc3)CC2)cc1 returned Mtb BioA inh 12.2, UGM FP inh -0.9, FBA Mtb inh 4.2, TcdB inh 4.6, PfHsp40 rescue 1.2, FadD28 FP inh -1.0, Vc quorum ag -0.2, Yp Topo-I inh 0.0 and GDH-TPI inh 18.4.
Cc1ccc(S(=O)(=O)n2ccc3c2CCCC3=O)cc1 was read as Mtb BioA inh -0.4, UGM FP inh 2.2, FBA Mtb inh 2.5, TcdB inh -1.0, PfHsp40 rescue 2.2, FadD28 FP inh -1.1, Vc quorum ag inactive, Yp Topo-I inh 1.5 and GDH-TPI inh 4.7.

The list goes on, overlapping the part above by 2 compounds.
Screening COc1ccc(N2CCN(C(=O)Cc3ccc(C)cc3)CC2)cc1 returned Mtb BioA inh 12.2, UGM FP inh -0.9, FBA Mtb inh 4.2, TcdB inh 4.6, PfHsp40 rescue 1.2, FadD28 FP inh -1.0, Vc quorum ag -0.2, Yp Topo-I inh 0.0 and GDH-TPI inh 18.4.
Cc1ccc(S(=O)(=O)n2ccc3c2CCCC3=O)cc1 was read as Mtb BioA inh -0.4, UGM FP inh 2.2, FBA Mtb inh 2.5, TcdB inh -1.0, PfHsp40 rescue 2.2, FadD28 FP inh -1.1, Vc quorum ag inactive, Yp Topo-I inh 1.5 and GDH-TPI inh 4.7.
For O=C(O)c1ccc(Oc2cccc([N+](=O)[O-])c2)cc1C(=O)O the results were Mtb BioA inh -0.7, UGM FP inh 3.8, FBA Mtb inh -6.3, PfHsp40 rescue -1.4, FadD28 FP inh -0.1, Vc quorum ag inactive, Yp Topo-I inh -3.9 and GDH-TPI inh 13.6.
For Cc1nc(=O)c(-c2ccccc2)c(C)n1CCCCCC(=O)O the results were Mtb BioA inh -0.2, UGM FP inh -0.6, FBA Mtb inh 8.8, PfHsp40 rescue 0.6, FadD28 FP inh -0.4, Vc quorum ag 16.7*, Yp Topo-I inh 0.5 and GDH-TPI inh -2.8.
`COc1ccccc1N1CCN(C(=O)CSc2nnc(-c3ccoc3C)o2)CC1` gave Mtb BioA inh 0.6, UGM FP inh 1.5, FBA Mtb inh -2.3, PfHsp40 rescue -1.2, FadD28 FP inh -2.0, Vc quorum ag -0.5, Yp Topo-I inh 12.9 and GDH-TPI inh -8.9.
`CCOC(=O)CC1C(=O)NCCN1C1CCCC1` (stereo unspecified) gave UGM FP inh 0.8, FBA Mtb inh -8.1, TcdB inh 0.8, PfHsp40 rescue 0.5, FadD28 FP inh -2.9, Vc quorum ag -0.3, Yp Topo-I inh -8.1 and GDH-TPI inh -10.5.
Screening Cc1ccc(-c2nc(CS(=O)(=O)CC(=O)NCc3cccc(F)c3)c(C)o2)cc1 returned Mtb BioA inh -1.2, UGM FP inh -1.2, FBA Mtb inh 2.5, TcdB inh 0.4, PfHsp40 rescue -0.2, FadD28 FP inh -3.5, Vc quorum ag -0.2, Yp Topo-I inh 4.1 and GDH-TPI inh -1.4.
CCOC(=O)C1=CCN(S(=O)(=O)c2ccccc2)C1c1ccccc1 (stereo unspecified) was read as Mtb BioA inh -1.6, FBA Mtb inh 6.0, TcdB inh 2.0 and FadD28 FP inh 0.8.
For COc1cc(NC(=S)NC(=O)C(C)C)ccc1NC(=O)c1cc2ccccc2o1 the results were Mtb BioA inh -1.1, UGM FP inh 0.0, FBA Mtb inh 3.6, TcdB inh 0.8, PfHsp40 rescue 1.4, FadD28 FP inh -1.5, Vc quorum ag -0.4, Yp Topo-I inh 25.7 and GDH-TPI inh 14.3.
For CN1CCC(OC(=O)C23CCC(C)(C(=O)O2)C3(C)C)CC1 (stereo unspecified) the results were Mtb BioA inh -1.2, UGM FP inh -1.9, FBA Mtb inh 0.7, TcdB inh 0.3, PfHsp40 rescue 0.6, FadD28 FP inh -3.6, Vc quorum ag inactive, Yp Topo-I inh 3.7 and GDH-TPI inh 10.2.
Screening COc1ccc(CCn2c(=S)[nH]c3ccc(N4CCOCC4)cc3c2=O)cc1OC returned Mtb BioA inh -0.1, UGM FP inh 1.9, FBA Mtb inh 2.0, TcdB inh 1.4, PfHsp40 rescue -0.5, FadD28 FP inh -5.0, Vc quorum ag inactive, Yp Topo-I inh 1.4 and GDH-TPI inh -1.9.
O=C(NNS(=O)(=O)c1ccc(Br)cc1)NC1CCCCC1 was read as Mtb BioA inh -0.7, UGM FP inh 2.4, FBA Mtb inh 1.2, PfHsp40 rescue -0.3, FadD28 FP inh 0.9, Vc quorum ag -0.3, Yp Topo-I inh 7.5 and GDH-TPI inh 7.2.
For CCOC(=O)C1=C[C@@H](C(C)C)N(S(=O)(=O)c2ccc(C)cc2)[C@H]1c1ccccc1F the results were Mtb BioA inh 0.2, FBA Mtb inh 2.7, TcdB inh -0.5 and FadD28 FP inh -0.4.
For CC(C)Cn1c(CN2C(=O)c3ccccc3C2=O)nc2ccccc2c1=O the results were Mtb BioA inh -0.7, UGM FP inh 0.5, FBA Mtb inh -0.5, PfHsp40 rescue -1.6, FadD28 FP inh -2.0, Vc quorum ag inactive, Yp Topo-I inh 0.1 and GDH-TPI inh 10.1.
O=C(O)Cc1ccc(NC(=O)Nc2ccc3c(c2)OCO3)cc1 was read as Mtb BioA inh -1.1, UGM FP inh -2.0, FBA Mtb inh 5.3, TcdB inh 0.2, PfHsp40 rescue 6.6, FadD28 FP inh -1.8, Vc quorum ag inactive, Yp Topo-I inh -2.2 and GDH-TPI inh 16.5.
`c1coc(-c2nnc(SCc3cn4ccccc4n3)o2)c1` gave Mtb BioA inh 1.8, UGM FP inh 1.8, FBA Mtb inh 2.1, PfHsp40 rescue -0.4, FadD28 FP inh -0.4, Vc quorum ag inactive, Yp Topo-I inh 3.7 and GDH-TPI inh 6.0.
For COc1ccc(Cl)cc1NC(=O)CN(C)C(=O)c1cn(-c2ccccc2)nc1-c1cccnc1 the results were UGM FP inh 0.6, FBA Mtb inh 3.1, TcdB inh 4.9, PfHsp40 rescue 1.4, FadD28 FP inh -3.6, Vc quorum ag -1.3, Yp Topo-I inh 32.3 and GDH-TPI inh 0.0.
Screening Cc1ccc(C(=O)NCCCNc2ccc(C(F)(F)F)cc2[N+](=O)[O-])cc1 returned UGM FP inh 1.9, FBA Mtb inh -4.0, TcdB inh -0.9, PfHsp40 rescue 2.0, FadD28 FP inh -3.4, Vc quorum ag 0.2, Yp Topo-I inh 19.1 and GDH-TPI inh -3.4.
`Brc1ccc(-c2csc(NNC3=NCCCCC3)n2)cc1` gave Mtb BioA inh -2.9, UGM FP inh 1.3, FBA Mtb inh -8.1, PfHsp40 rescue -0.2, FadD28 FP inh -1.0, Vc quorum ag inactive, Yp Topo-I inh -7.2 and GDH-TPI inh 8.9.
Screening Cc1ccc2c(c1)nnn2C1CCN(C(=O)C23CC4CC(CC(C4)C2)C3)CC1 returned Mtb BioA inh 0.3, UGM FP inh -0.2, FBA Mtb inh -0.4, PfHsp40 rescue 0.2, FadD28 FP inh -2.6, Vc quorum ag inactive, Yp Topo-I inh -3.1 and GDH-TPI inh 8.3.
Screening CCOc1cnc(-c2ccc(Cl)cc2)o1 returned UGM FP inh 3.5, FBA Mtb inh 3.7, PfHsp40 rescue 3.2, FadD28 FP inh -0.2, Vc quorum ag -0.4, Yp Topo-I inh 0.9 and GDH-TPI inh 9.2.
For CCN(CC)C1CCN(C(=O)c2cc(COc3ccc(F)cc3Cl)on2)C1 (stereo unspecified) the results were UGM FP inh -2.8, FBA Mtb inh 5.7, TcdB inh 1.0, PfHsp40 rescue -0.6, FadD28 FP inh -0.4, Vc quorum ag -0.5, Yp Topo-I inh 4.7 and GDH-TPI inh 2.0.
